Rv3671c inh – Rv3671c (M. tuberculosis) protease inhibition; P9WHR9; inhibition, % at 5.96 µM; 320,000 tested, 0.048% active; AID 2606; in the data active = inhibition above about 38%;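 note: extracellular domain of Rv3671c used as enzyme; 0% = enzyme with DMSO and 100% = no enzyme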
Target sequence (P9WHR9 whole entry, looked up, the tested form may be a part): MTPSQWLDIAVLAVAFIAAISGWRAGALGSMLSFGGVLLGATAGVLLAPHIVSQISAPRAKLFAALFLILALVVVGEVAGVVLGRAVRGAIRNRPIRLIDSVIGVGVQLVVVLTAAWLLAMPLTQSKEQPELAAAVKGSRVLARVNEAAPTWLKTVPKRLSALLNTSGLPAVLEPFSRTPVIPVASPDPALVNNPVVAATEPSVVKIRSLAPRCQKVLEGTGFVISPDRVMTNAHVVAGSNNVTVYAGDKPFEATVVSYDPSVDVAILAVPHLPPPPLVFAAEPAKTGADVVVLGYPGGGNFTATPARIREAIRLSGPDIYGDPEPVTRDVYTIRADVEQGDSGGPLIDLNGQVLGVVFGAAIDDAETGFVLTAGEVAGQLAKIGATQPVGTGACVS
PriA SSB inh – K. pneumoniae PriA-SSBct interaction inhibition. AlphaScreen SSBct-PriA binding, biotinylated peptide. inhibition, % at 33 µM. 430,000 tested, 0.6% active; in the data active = inhibition mostly above about 37%, no sharp cut-off; inactive = mostly below about 20%;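 note: plate controls were negative control peptide for no effect and reference peptide for full effect; strong numbers were not always called active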
GDH-TPI counter – counter-screen for M. tuberculosis FBA inhibitors: GDH-TPI coupled enzymes | GDH-TPI coupled enzyme counterscreen, NADH absorbance | inhibition, % at 4.8 µM | 360,000 tested, 1.2% active | AID 588335; in the data active = inhibition above about 30%;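 note: 0% = DMSO wells and 100% = wells lacking the enzyme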
MazF activator – MazEF (E. coli) toxin RNase activation. AID 504720. 350,000 tested, 0.32% active. FAM/BHQ RNA-DNA oligo cleavage fluorescence, 5 h. P0AE70. activation, % at 20 µM; in the data active = activation above about 50%
FBA Mtb inh – inhibitors of M. tuberculosis fructose-bisphosphate aldolase; purified M. tuberculosis FBA, fluorescence read-out; inhibition, % at 1 µM; 360,000 tested, 2.3% active; P9WQA3; AID 588726; in the data active = inhibition above about 27%;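 note: 0% = vehicle and 100% = reference inhibitor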
Mtb UGM inh – inhibitors of M. tuberculosis UDP-galactopyranose mutase; P9WIQ1; purified UGM, fluorescence polarization probe displacement; inhibition, % at 10 µM; 320,000 tested, 0.06% active; in the data active = inhibition above about 10%, passing the limit was not always enough
Target sequence (P9WIQ1 whole entry, looked up): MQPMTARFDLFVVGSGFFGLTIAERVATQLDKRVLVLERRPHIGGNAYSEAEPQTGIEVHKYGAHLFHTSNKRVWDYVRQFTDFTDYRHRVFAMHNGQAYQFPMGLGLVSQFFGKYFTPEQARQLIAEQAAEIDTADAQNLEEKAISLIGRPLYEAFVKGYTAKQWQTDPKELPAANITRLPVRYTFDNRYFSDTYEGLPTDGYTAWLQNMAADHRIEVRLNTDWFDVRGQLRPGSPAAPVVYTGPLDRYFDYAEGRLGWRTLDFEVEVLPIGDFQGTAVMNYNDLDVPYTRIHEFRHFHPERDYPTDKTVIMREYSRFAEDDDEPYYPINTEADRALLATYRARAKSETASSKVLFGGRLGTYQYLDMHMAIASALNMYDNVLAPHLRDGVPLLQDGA
3CLpro inhibitor – SARS-CoV 3CLpro protease inhibition | P0C6X7 | recombinant SARS-CoV 3CLpro, quenched FRET peptide cleavage | inhibition, % at 6 µM | 290,000 tested, 0.14% active | AID 1706; in the data active = inhibition above about 12%
Mtb BioA inh – BioA (M. tuberculosis) enzyme inhibition; purified M. tuberculosis BioA enzyme, plate reader; inhibition, % at 9.99 µM; 360,000 tested, 0.096% active; AID 602481; in the data active = inhibition above about 40%
DUSP3 inh – inhibitors of human VHR1 phosphatase (DUSP3); 290,000 tested, 0.52% active; recombinant VHR phosphatase, pNPP absorbance; inhibition, % at 13.3 µM; AID 1654; in the data active = inhibition above about 50%; note: some compounds called inactive have numbers as strong as hits
Target sequence (P51452 whole entry, looked up): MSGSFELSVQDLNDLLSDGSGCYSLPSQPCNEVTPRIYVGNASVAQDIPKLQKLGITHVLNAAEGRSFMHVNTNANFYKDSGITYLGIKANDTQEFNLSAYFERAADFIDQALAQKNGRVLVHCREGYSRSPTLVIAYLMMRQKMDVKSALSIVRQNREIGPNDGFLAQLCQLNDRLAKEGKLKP
BH1578 lux ind – inducers of Vibrio cholerae quorum light production without autoinducers; V. cholerae BH1578 lux reporter, luminescence, 6 h; activation, % at 18.7 µM; 350,000 tested, 0.16% active; AID 588436; in the data active = activation mostly above about 9.7%, no sharp cut-off; note: not every result past the cut was called active; inactives centre near 0; reference of the scale not given here
* marks the source's active call; other numbers are inactive results; i = inactive; / = not tested or not shown; & = joins results of further samples. Only part of the results is shown; count on the stated rates, not on these rows.

Results follow in this order: Rv3671c inh | PriA SSB inh | GDH-TPI counter | MazF activator | FBA Mtb inh | Mtb UGM inh | 3CLpro inhibitor | Mtb BioA inh | DUSP3 inh | BH1578 lux ind
CCOC(=O)CN(c1cc([N+](=O)[O-])ccc1OC)S(C)(=O)=O
  5 | -12 | 5 | 5 | 0 | 1.6 | -1 | / | 11 | -0.4
O=C(Cn1cnc2sc3c(c2c1=O)CCCC3)NCC(=O)Nc1c(F)cccc1F
  -14 | -4 | 2 | 6 | 2 | 0.7 | 1 | -3.2 | 1 | i
O=C(c1cccs1)N1CCN=C1SCc1ccccc1F
  -2 | -8 | 6 | 4 | 0 | 2.5 | 2 | -1.7 | -3 | -0.3
COc1ccc(NC(=O)/C(=C/c2ccc(OC(C)=O)c(OC)c2)NC(C)=O)cc1
  8 | -10 | 17 | 1 | -3 | 0.3 | 1 | / | 8 | i
CC(C)OC(=O)c1cc2c(ccn2C)n1CC(=O)N(Cc1ccccc1)c1ccccc1
  4 | 15 | 10 | 6 | -3 | 0.5 | 3 | / | 2 | -0.4
O=C(NNS(=O)(=O)c1ccc([N+](=O)[O-])cc1)c1ccccc1
  / | -7 | 11 | 8 | -4 | / | / | -0.6 | / | i
CC1(C(=O)NS(=O)(=O)c2cccc(F)c2)CCN1C(=O)c1ccco1 (configuration not stated)
  / | / | -1 | / | -2 | / | / | 0.2 | / | -0.6
COc1ccc(CCNC(=O)C2CCC(=O)N(C3CCCCCC3)C2)cc1 (configuration not stated)
  2 | 1 | 3 | -8 | 0 | -3.5 | -2 | -0.8 | 15 | -0.5
COc1ccc(NC(=O)CC2C(=O)N(c3ccc(Cl)cc3)C(=S)N2CCc2ccncc2)cc1 (configuration not stated)
  -12 | -3 | -2 | -3 | -1 | 1.6 | -1 | -1.6 | 33 | -0.2
Cc1ccc(NC(=S)N(C)N)cc1Cl
  -4 | -5 | -2 | -3 | -2 | 0.4 | 3 | -1.4 | 2 | -0.3
CC1(C(=O)NS(=O)(=O)c2cccc(C#N)c2)CCN1C(=O)Cc1ccccc1Cl (configuration not stated)
  / | / | 4 | / | 0 | / | / | -1.3 | / | i
COc1ccc([N+](=O)[O-])cc1NC(=O)CCSCCc1ccccn1
  9 | -10 | 9 | 5 | -1 | 1.1 | 2 | / | 29 | -2.1
CC(=O)Oc1ccccc1/C=C/c1ccc2ccccc2[n+]1C
  2 | -17 | 31* | 12 | 2 | 0.3 | 2 | 2.4 | -18 | -0.6
COC(C[C@H](O)CC(=O)[C@H](C)OCc1ccccc1)OC
  / | -2 | 4 | -3 | 1 | / | / | -1.2 | 11 | i
CC1CCN(CCc2nc3cc(NC(=O)COc4ccc([N+](=O)[O-])cc4)ccc3n2C)CC1
  0 | -8 | 14 | 12 | -2 | 0.2 | -1 | -0.6 | 4 | i
CC1c2c([nH]c3ccccc23)CCC1C(=O)O (configuration not stated)
  -4 | -18 | -2 | 2 | -2 | -0.7 | 1 | -0.1 | -7 | -0.8
COC(=O)Cc1c(C)nc2nc(-c3ccco3)[nH]n2c1=O
  5 | -11 | -7 | 2 | 12 | 0.5 | 3 | 0.1 | 0 | -0.4
CCN(CC)CCCNC(=O)c1ccc(S(=O)(=O)Nc2ccc(C)c(C)c2)cc1
  -8 | -7 | 2 | 7 | -1 | -1.4 | / | -0.2 | / | -6.2
O=C(O)c1ccc(NS(=O)(=O)c2ccc(NC(=O)c3ccccc3Cl)cc2)cc1
  -3 | -10 | -6 | 2 | 3 | 2.7 | 2 | 0.0 | -18 | 0.4
Cc1cc(=O)n2[nH]cc(C(=O)O)c2n1
  0 | 0&-5 | 8 | -18 | 38* | -2.0 | 4 | -0.8 | 22 | 6.2
CCOC(=O)NC(=O)CN1C(=O)NC(C)(c2ccccc2)C1=O (configuration not stated)
  -1 | -7 | -11 | -1 | -1 | -4.3 | 4 | / | 1 | i
Cn1c(Cn2c(=O)sc3ccccc32)nnc1SCC(=O)Nc1cccc(F)c1
  5 | -11 | -11 | 0 | -1 | -1.2 | 3 | -0.8 | 39 | -0.9
COc1ccc(NC(=O)/C=C/c2cc(Br)ccc2OC)cc1
  -24 | -7 | 17 | -3 | -4 | 0.4 | 1 | -0.2 | 6 | -0.1
O=C(NCC1CCCO1)c1cc(C(=O)c2ccc(Cl)cc2Cl)c[nH]1 (configuration not stated)
  -2 | -12 | -2 | 4 | 0 | -0.9 | 0 | / | 3 | i
Cn1nccc1C(=O)N1CCCC(C(=O)c2cccc3ccccc23)C1 (configuration not stated)
  -9 | 3 | -1 | -18 | -1 | 1.4 | -3 | / | -32 | i
O=C(CCC(=O)Nc1ccccc1Cl)N/N=C/c1ccccc1
  -7 | / | 8 | -1 | 1 | 2.6 | -6 | / | -8 | -0.2
COc1ccc(-c2cc(C(F)F)n3ncc(C(=O)N4CCN(C)CC4)c3n2)cc1
  6 | -30 | 17 | -6 | 30* | 0.4 | 2 | 2.0 | -5 | -0.3
CC1(C)C2CC=C(/C=N/NC(=O)c3ccc(O)cc3)C1C2 (configuration not stated)
  -27 | / | 4 | 7 | 0 | -0.3 | 1 | / | -30 | -0.2
COc1ccc(NC(=O)CN(C)C(=O)CNC(=O)C2CCCCC2)cc1
  -3 | -3 | -1 | 2 | 6 | -0.6 | 5 | 1.5 | -9 | 1.7
CCNC(=O)C1(C)CCCN(C(=O)c2cccnc2Oc2ccccc2)C1 (configuration not stated)
  / | / | 6 | / | 3 | / | / | 0.6 | / | i
O=C(Nc1ccc(F)cc1F)N1CCN(C/C=C/c2ccccc2)CC1
  -7 | 3 | -5 | 4 | -1 | 0.2 | -3 | 3.1 | 17 | -0.1
COc1ccc(C(=O)CSc2nc3[nH]ncc3c(=O)[nH]2)cc1
  1 | 4&1 | 5 | -1 | 2 | 3.3 | -2 | 0.0 | 2 | i
COc1cc2nc(NC(=O)c3ccco3)sc(=O)c2cc1OC
  0 | -8 | -4 | 25 | -2 | 0.5 | -3 | -0.8 | 12 | -0.7
COC(=O)c1sc2nc(CN3CCN(c4ccc(OC)cc4)CC3)[nH]c(=O)c2c1C
  -8 | -3 | 7 | -2 | 1 | -1.0 | 2 | / | 0 | -0.3
CC(C)c1ccc(OCCCN2CCCC2)cc1
  -2 | -15 | 8 | -1 | -1 | -1.3 | -5 | 0.0 | / | 1.6
CCC(C)(C)NC(=O)CN(C(=O)C(=O)Nc1ccc2c(c1)OCCO2)C1CC1
  0 | -10 | 1 | 11 | 3 | -0.2 | 3 | -2.7 | -16 | -1.3
Cc1ccc(NC(=S)NC(=O)c2ccc(-c3ccccc3)cc2)cc1
  1 | -10 | 10 | -2 | 5 | 1.5 | -3 | -0.5 | / | -0.7
CCC(=O)Nc1c2c(nn1-c1ccc(OC)cc1)CS(=O)C2 (configuration not stated)
  3 | -18 | 2 | -11 | 8 | -0.4 | -3 | -0.8 | -9 | -0.2
COc1ccc(CNC(=S)Nc2cc(OC)ccc2OC)cc1
  7 | 0 | 0 | 8 | 1 | 3.3 | 0 | / | 1 | -0.2
Cc1ccnc(NC(=O)c2ccc([N+](=O)[O-])o2)c1
  0 | -9 | 24 | 0 | -1 | -2.5 | 0 | 0.2 | 0 | -0.3
CCOc1ccc(NC(=S)NCc2ccc3c(c2)OCO3)cc1
  -19 | 0 | -2 | -2 | 1 | 2.1 | -1 | -0.4 | 13 | -0.6
CCc1ccc(CN2CCC(n3nccc3NC(=O)Cc3ccccc3)CC2)o1
  / | 1 | -9 | 5 | 2 | -2.7 | -2 | 0.7 | 15 | i
COc1ccc(OC)c(C(=O)NC(CC(N)=O)c2ccc(N3CCC(Cc4ccccc4)CC3)c([N+](=O)[O-])c2)c1 (configuration not stated)
  6 | 6 | 15 | -1 | 1 | -1.5 | 0 | -1.3 | 29 | -0.8
CCCS(=O)(=O)NC(=O)C1(C)CCCN(C(=O)c2ccc(C(F)(F)F)nc2C)C1 (configuration not stated)
  / | / | 6 | / | -2 | / | / | 0.5 | / | -0.5
CCOC(=O)C(NC(=O)Nc1ccc(O)cc1)(c1ccccc1)C(F)(F)F (configuration not stated)
  -1 | 5 | 2 | 0 | -2 | -3.6 | 1 | 0.4 | -4 | -0.2

A draw from above in order of molecular weight, descending.
Results follow in this order: Rv3671c inh | PriA SSB inh | GDH-TPI counter | MazF activator | FBA Mtb inh | Mtb UGM inh | 3CLpro inhibitor | Mtb BioA inh | DUSP3 inh | BH1578 lux ind
O=C(Nc1ccc(F)cc1F)N1CCN(C/C=C/c2ccccc2)CC1
  -7 | 3 | -5 | 4 | -1 | 0.2 | -3 | 3.1 | 17 | -0.1
CCOc1ccc(NC(=S)NCc2ccc3c(c2)OCO3)cc1
  -19 | 0 | -2 | -2 | 1 | 2.1 | -1 | -0.4 | 13 | -0.6
COc1ccc(C(=O)CSc2nc3[nH]ncc3c(=O)[nH]2)cc1
  1 | 4&1 | 5 | -1 | 2 | 3.3 | -2 | 0.0 | 2 | i

(next part)
Results follow in this order: Rv3671c inh | PriA SSB inh | GDH-TPI counter | MazF activator | FBA Mtb inh | Mtb UGM inh | 3CLpro inhibitor | Mtb BioA inh | DUSP3 inh | BH1578 lux ind
O=C(NNC(=O)c1cc([N+](=O)[O-])ccc1Cl)c1cccnc1
  / | -11 | 6 | -2 | 0 | 2.5 | 2 | 0.0 | -2 | i
Cc1cccn2c(CNCCc3ccco3)c(C(=O)N3CCOCC3)nc12
  / | -4 | 5 | -30 | 6 | / | -5 | -5.5 | 8 | i
Cc1cc(OCc2ccc([N+](=O)[O-])cc2)c2c3c(c(=O)oc2c1)CCCC3
  3 | 1&-8 | 2 | 1 | 6 | / | -3 | -0.7 | 10 | 3.1
CC(=O)c1ccc(S(=O)(=O)Nc2cccc(-n3cnnn3)c2)cc1
  -14 | -6 | -3 | -5 | 3 | -2.9 | 1 | 1.8 | 13 | 3.1
COC(=O)CCCCCNC(=S)Nc1ccc2[nH]c(=O)[nH]c2c1
  -7 | -1 | 4 | 3 | 4 | -1.4 | 1 | / | 19 | -0.2
CCCC(NC(=O)C(C)N1CCN(S(=O)(=O)c2ccccc2)CC1)c1ccccc1 (configuration not stated)
  4 | -11 | 3 | 6 | 1 | 2.2 | / | 0.8 | / | 0.4
COC(=O)COc1cccc(-n2cnnn2)c1
  5 | 4 | 6 | 2 | 1 | -0.9 | -3 | -0.9 | 4 | i
COc1cc2cc(CN(CCO)S(=O)(=O)c3ccccc3)c(=O)[nH]c2cc1OC
  1 | -9 | 38* | 1 | 38* | -2.4 | -4 | 0.2 | -41 | -0.4
CCOC(=O)CNC(=O)CSc1nc(-c2ccc(C)cc2)ns1
  3 | 3&-16 | 3 | -7 | 8 | 1.6 | -4 | / | 2 | 0.7
COc1cccc(C(=O)n2cnnc2N)c1OC
  6 | -8 | -5 | -5 | -2 | 5.7 | -1 | / | 5 | i
CCOC(=O)c1cc(NC(=O)C2C3CCC(O3)C2C(=O)O)cc(C(=O)OCC)c1 (configuration not stated)
  5 | 53* | 5 | -4 | 18 | / | 4 | -0.6 | 25 | i
C=CCN1CCN(C(CC(C)C)c2nnnn2CCOC)CC1 (configuration not stated)
  4 | 5 | -4 | -1 | 2 | -1.1 | 1 | -2.6 | 10 | -0.6
CCn1c(Cc2ccc(OC)cc2)nnc1SCc1nc2ccccc2c(=O)[nH]1
  9 | 2 | 0 | 7 | -1 | 4.5 | -1 | / | 18 | -0.5
CCN(Cc1ccc(OC)c(COC)c1)CC1CCCN(CCc2cccc(F)c2)C1 (configuration not stated)
  3 | -2 | -13 | -8 | 0 | 3.6 | 7 | -0.6 | 36 | -2.0
CCCn1c(SCC(=O)Nc2ccccc2N2CCOCC2)nc2c1c(=O)n(C)c(=O)n2C
  -8 | 1 | -4 | 10 | 1 | 1.0 | -1 | -1.0 | -9 | /

Screening results (PubChem BioAssay)
